Source: PubChem (National Center for Advancing Translational Sciences (NCATS))
D1 agonist: human D1 receptor agonism; activation, % at 2 µM; AID 504660; hit rate 1% among 360,000; HEK293 T-REx D1 cells, calcium flux, agonist mode; P21728; in the data active = activation above about 30%; also: 0% is about no effect
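Inducible HEK293 T-REx D1 cells, force-coupled to calcium signalling, were plated at 4000 cells/well with tetracycline and held overnight at 30 C. After no-wash calcium dye loading, compound-evoked calcium rise over 180 s flagged agonists.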
D2 potentiator: positively modulates the human D2 dopamine receptor allosterically; potentiation, % at 10 µM; HEK293 T-REx D2, calcium flux, EC20 dopamine potentiation; hit rate 0.34% among 340,000; P14416;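 active = potentiation over 3 SD above the plate norm, cut at about 30% in these data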; also: 0% is about no effect
Target sequence (P14416 whole entry, looked up): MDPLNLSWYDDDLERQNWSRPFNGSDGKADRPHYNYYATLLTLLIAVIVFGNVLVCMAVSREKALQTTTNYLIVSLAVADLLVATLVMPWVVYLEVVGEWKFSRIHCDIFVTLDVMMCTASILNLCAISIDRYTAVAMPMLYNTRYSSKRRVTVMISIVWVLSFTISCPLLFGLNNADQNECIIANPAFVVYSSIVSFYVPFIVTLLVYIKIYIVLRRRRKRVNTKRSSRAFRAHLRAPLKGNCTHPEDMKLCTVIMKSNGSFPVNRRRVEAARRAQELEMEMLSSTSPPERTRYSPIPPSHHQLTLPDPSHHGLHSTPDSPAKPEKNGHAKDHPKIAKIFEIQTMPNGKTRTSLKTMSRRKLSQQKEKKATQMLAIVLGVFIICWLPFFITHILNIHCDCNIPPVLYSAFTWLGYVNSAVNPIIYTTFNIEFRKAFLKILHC
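Primary screen. Calcium kinetics in induced HEK293 T-REx D2 cells: compound pre-addition 180 s, EC20 dopamine, 180 s more.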
RXFP1 ag: agonists of human relaxin receptor RXFP1; HEK293T-RXFP1 cAMP TR-FRET, 30 min; response scale: percent of porcine relaxin response, buffer zero; hit rate 0.3% among 370,000; Potency, µM (top dose mostly 57.5 µM), for inactives: top-dose activation, usual class: activators; AID 2676; Q9HBX9; also: potency is read from the fitted curve at half-maximal effect; % is scaled to controls: 0 for no effect and ±100 for the full control effect; nearly all actives have a fitted effect of over 60% in size; many of its hits are not listed in these tables
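cAMP rise read by TR-FRET after 30 min, 37C compound exposure (up to 58 uM) in RXFP1-transfected HEK293 cells with Ro 20174 present. EC50 from Hill-equation fits, with 29 nM porcine relaxin as 100% and buffer as basal.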
Glioma ERSR ind: inducers of ER stress response in human glioma cells; U87-MG GRP78 promoter luciferase reporter, 16 h; Potency, µM, inactives show top-dose activation, usual class: activators; hit rate 0.02% among 420,000; also: potency is read from the fitted curve at half-maximal effect; series mostly up to about 76 µM; % of control where 0% means no effect; nearly all actives have a fitted effect of over 35% in size
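Stably transfected U87-MG human glioma cells carrying a GRP78-based luminescent sensor were seeded at 1000 cells/well, pin-dosed with compounds and incubated 16 h. Luciferase reagent was then added, and end-point luminescence was read after 10 min at room temperature.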
Vif-APOBEC3F blk: Vif-A3F binding inhibition | HeLa A3F-eYFP + Vif (tagged APOBEC3F with the HIV-1 protein that degrades it), YFP fluorescence increase | hit rate 0.2% among 390,000 | AID 602313 | Potency, µM (series often up to 46.1 µM), inactives show top-dose activity, negative = active; also: potency is read from the fitted curve at half-maximal effect; % of control where 0% means no effect; nearly all actives have a fitted effect of over 65% in size
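HeLa cells stably expressing Vif plus C-terminally eYFP-tagged A3F were seeded, incubated overnight at 37 deg C, dosed with compound, incubated overnight again at 37 deg C. Yellow fluorescence (Ex 488/Em 500-530) reported blocked Vif-mediated A3F-eYFP degradation.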
Vif-A3G inh: inhibitors of Vif-APOBEC3G interaction; Q9HC16; HeLa A3G-eYFP + Vif (tagged APOBEC3G with the HIV-1 protein that degrades it), YFP fluorescence, overnight; Potency, µM (titrated, usually from 46.1 µM), inactives show at the top dose activity, negative = active, actives largely listed as inhibitors; hit rate 0.076% among 410,000; AID 602310;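 also: potency is read from the fitted curve at half-maximal effect; % is scaled to controls: 0 for no effect and ±100 for the full control effect; nearly all actives have a fitted effect of over 60% in size; hits raise eYFP signal because A3G escapes Vif-driven loss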
Target sequence (Q9HC16 whole entry, looked up): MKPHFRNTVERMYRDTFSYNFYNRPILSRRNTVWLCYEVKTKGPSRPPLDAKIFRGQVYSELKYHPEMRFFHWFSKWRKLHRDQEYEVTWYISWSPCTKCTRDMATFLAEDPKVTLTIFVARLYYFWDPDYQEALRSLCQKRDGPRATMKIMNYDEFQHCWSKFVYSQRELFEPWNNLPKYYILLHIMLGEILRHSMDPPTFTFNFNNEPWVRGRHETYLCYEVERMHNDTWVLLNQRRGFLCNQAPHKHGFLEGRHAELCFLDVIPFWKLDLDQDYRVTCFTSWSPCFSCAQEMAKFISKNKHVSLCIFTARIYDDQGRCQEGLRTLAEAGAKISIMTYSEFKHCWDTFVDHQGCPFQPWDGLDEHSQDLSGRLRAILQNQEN
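HeLa cells stably expressing Vif and C-terminally eYFP-tagged A3G, seeded overnight at 37 deg C, then exposed to compound by pintool overnight at 37 deg C. Rise in yellow fluorescence (Ex 488/Em 500-530, Acumen) marks blocked Vif-driven A3G degradation.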
D1 antagonist: human D1 dopamine receptor antagonism. P21728. AID 504652. hit rate 3.2% among 360,000. HEK293 TREx D1 cells, calcium flux, dopamine EC80; active compounds read low. activity change, negative = inhibition, % at 10 µM; in the data active = activity change below about -30%; also: % is scaled to controls: 0 for no effect and ±100 for the full control effect
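Tetracycline-induced HEK293 Trex D1 cells, force-coupled to calcium, dye-loaded; compounds added and read 180 s, then EC80 dopamine added and calcium flux tracked kinetically another 180 s.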
D1 potentiator: human D1 dopamine receptor positive modulation | HEK293 TREx D1 cells, calcium flux, dopamine EC20 potentiation | hit rate 0.036% among 360,000 | P21728 | potentiation, % at 10 µM; in the data active = potentiation above about 30%; also: 0% is about no effect
LDHA block: inhibitors of human lactate dehydrogenase A; P00338; purified LDHA, NADH/diaphorase-resazurin fluorescence; active compounds read low; activity change, % (values are at about 110 or 230 µM); hit rate 0.15% among 480,000; AID 1347041; in the data active = activity change below about -30%; inconclusive = mostly about -25% to -30%;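 also: plate controls were DMSO wells for no effect and wells without enzyme for full effect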
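Enzyme activity of human lactate dehydrogenase 5 (2 nM; 0.06 mM NADH, 0.2 mM pyruvate, 5 min, RT) is measured via a resazurin/diaphorase fluorescence readout of residual NADH.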
* = called active by the depositor; u = inconclusive; x = no result given; & = joins results of further samples. Unless noted, calls follow the shape of the dose curve; as a rule, active = well fitted curve in the direction sought with a large enough effect; inconclusive = small, poorly fitted or top-dose-only effect, or another doubt; inactive = no such curve, though single readings can be large; an effect the other way counts as inactive or inconclusive. The list is partial; count on the stated rates, not on these rows.

Each structure is followed by: D1 agonist, D2 potentiator, RXFP1 ag, Glioma ERSR ind, Vif-APOBEC3F blk, Vif-A3G inh, D1 antagonist, D1 potentiator, LDHA block
> COc1ccccc1Oc1ccc(S(=O)(=O)Nc2cccnc2)cc1
  12.2, 2.1, 0.8%, -3.0%, -14.9%, 0.5%, -22.7, -2.8, -1.9
> Cc1cccc(C)c1NC(=O)COC(=O)c1ccc2[nH]c3c(c2c1)CCCC3
  3.8, -1.5, 2.0%, -10.5%, u, -17.4%, -10.8, 2.2, -12.8
> Cc1cccc(CSc2nnc(-c3cnccn3)n2C)c1
  1.1, 4.1, 1.5%, 4.9%, 11.0%, -4.8%, -21.2, -11.3, -5.2
> Cc1onc(-c2c(F)cccc2Cl)c1C(=O)Nc1nc2ccccc2[nH]1
  -1.2, 10.7, -1.0%, 0.2%, 0.5%, -19.6%, -5.9, -3.5, 5.8
> COCCN(C(=O)CCC(=O)Nc1nccs1)C(C(=O)NC(C)(C)C)c1ccc(C)cc1 (centres undefined)
  -0.2, 1.2, -2.8%, -4.6%, -9.8%, -0.4%, 5.3, -5.4, -11.7
> COc1cc(-c2nnc(-c3cccnc3)o2)cc(OC)c1OC
  0.7, 20.0, 4.8%, -2.9%, 1.6%, -1.9%, -88.2*, -10.9, -2.5
> CC(=O)Nc1cccc(C(=O)OCN2C(=O)c3ccccc3C2=O)c1
  5.6, 9.4, 1.1%, -4.2%, 0.1%, -0.9%, -0.6, -5.1, -3.3
> O=[N+]([O-])c1cc(Cl)ccc1N1CCN(c2cccc(C(F)(F)F)c2)CC1
  2.3, -6.1, 3.4%, -0.9%, 3.4%, 0.3%, 9.1, 8.8, -5.0
> Cc1cc(C)c2nc(SCC(=O)N3CC(=O)Nc4ccccc43)c(C#N)cc2c1
  8.0, 6.9, 3.0%, -2.1%, u, u, -0.2, -4.3, -1.8
> CSC1=NSC2=NC(=O)/C(=C/c3coc4ccc(O)cc4c3=O)C(=N)N12
  168.0*, 1.1, 1.8%, 5.6%, u, u, 1.0, 2.7, 6.0
> CCOC(=O)c1cccc(NC(=O)N2CC(CC)Oc3ccccc32)c1 (centres undefined)
  -0.3, -8.3, -0.3%, -1.9%, 3.1%, -12.3%, -0.9, -2.5, 4.2
> O=C(NCc1cccnc1)C1c2ccccc2C(=O)N1C1CCCCCC1 (centres undefined)
  1.3, 4.6, 2.5%, -5.2%, -13.3%, 1.8%, -8.9, 1.6, -2.1
> CC(CCc1ccccc1)NC(=O)COC(=O)C(CCC(N)=O)NC(=O)c1ccc(F)cc1 (centres undefined)
  1.2, -8.0, 1.3%, -3.1%, 1.6%, 2.4%, 16.6, -9.6, -8.0
> CCCCn1c(SCC(=O)NC(C)(C)C)nnc1-c1ccco1
  3.0, -5.4, 2.9%, -3.0%, -18.1%, 1.1%, 3.8, 4.9, -8.7
> COc1ccc(-c2coc3cc(O)cc(O)c3c2=O)cc1
  5.1, 4.4, 0.0%, u, 2.8%, -7.7%, -20.6, -2.1, -4.3
> COc1ccc(-n2nc3c(N4CCC(C(=O)N5CCC(C)CC5)CC4)nnc(C)c3c2C)cc1
  -0.7&2.2, -1.0&-6.9, 5.6%&4.2%, -1.1%&0.1%, u, u, -26.8&-0.4, -1.7&-1.7, -17.5&-4.0
> CC1CN(C(=O)COc2ncnc3ccccc23)CC(C)O1 (centres undefined)
  1.9, 18.2, -3.4%, -0.4%, 5.9%, 1.5%, -0.4, -2.1, -5.4
> Cc1c(C(=O)N(C)C)sc2c1c(=O)n(-c1ccc(F)cc1)c(=O)n2CC(=O)N(C)c1ccccc1
  1.5, -9.6, -1.5%, -4.6%, -0.1%, -0.7%, -0.8, -0.6, -7.0
> CC(=O)C1=C(O)C(=O)N(Cc2ccccc2)C1c1cccs1 (centres undefined)
  1.4, -0.8, 7.2%, -3.4%, 0.0%, 3.0%, 23.8, -0.8, -0.4
> CCOc1cc(CNc2ccc(O)cc2)ccc1OCc1ccc(Cl)cc1
  2.1, -10.0, 3.5%, u, 1.7%, -6.0%, -30.1*, -6.7, 29.0
> COc1ccnc(N2CCN(c3cccc(C(F)(F)F)c3)CC2)c1C#N
  5.0, 0.6, 0.1%, -1.8%, -1.9%, 0.4%, 7.6, -4.8, -0.8
> N#CCCn1c2ccccc2c2nc3ccccc3nc21
  1.2, -6.4, 0.3%, 3.3%, -15.9%, -5.7%, -5.6, -0.8, -5.5
> COc1ccc(N2CCN(c3nc(NCCO)nc(N4CCOCC4)n3)CC2)cc1
  2.7, 3.7, 0.3%, -2.2%, -6.1%, 1.2%, 4.3, -2.1, 5.7
> CCCC(=O)Nc1c(-c2cccc(OC)c2)c(=O)c2ccccc2n1C
  4.7, 4.5, 7.1%, -0.7%, 6.2%, 1.5%, 4.1, -3.0, -4.1
> Cc1ccccc1C(=O)Oc1cc(N)n(S(=O)(=O)c2ccccc2)n1
  1.3, -0.7, 0.6%, -3.7%, 1.2%, -1.0%, 1.0, -5.2, -0.5
> CCOC(=O)c1cc(C)n(CC2CCC(C(=O)Nc3ccc(OC)c(OC)c3)CC2)c1C (centres undefined)
  2.2, -1.3, 0.3%, 0.4%, 3.3%, 4.6%, -18.1, -1.8, 0.1
> CS(=O)(=O)NCCSCc1ccccc1
  1.7, -14.6, 1.2%, -5.6%, 0.6%, -0.8%, 27.6, -7.2, -11.1
> CCc1nnc(NC(=O)CSc2nnc(Cc3cccn3C)n2C)s1
  1.5, 12.4, 2.8%, -4.9%, -3.9%, 0.5%, 2.6, 6.5, -2.0
> COC(=O)c1ccccc1NC(=O)Cn1nc(C(F)(F)F)c2c1CCCC2
  25.6, 11.6, -1.4%, -2.1%, 0.7%, 9.0%, 9.4, -1.1, 3.6
> O=S(=O)(Cc1ccccc1)N1CCC(c2nc(-c3cccs3)no2)CC1
  4.1, -9.9, 0.0%, -2.2%, 6.3%, -0.5%, 2.8, 12.2, -3.5
> CCCCNC(=O)/C(C#N)=C/c1ccc2c(c1)OCCO2
  1.5, 6.8, -0.2%, 6.1%, 0.8%, -3.8%, -6.4, -3.0, -6.2
> CCN1CCN(CCCNC(=O)Cn2cc3c(n2)CCCC3)CC1
  -1.7, 8.5, 0.2%, -2.4%, -7.6%, -5.7%, 5.6, x, 1.9
> COc1ccc(CNC(=O)CCNS(=O)(=O)c2cccc3nsnc23)cc1
  1.5&-1.5, 2.9&14.5, 4.9%&-0.3%, -3.4%&-2.6%, 0.1%&-4.9%, -4.0%&0.8%, 3.0&-2.6, -6.4&0.9, -6.1&-4.0
> Cc1nc(NC(=O)c2cnccn2)ccc1Br
  1.7, 10.7, 2.2%, -2.6%, 1.0%, -0.7%, 3.2, -5.0, -5.2
> COc1ccc(CCNC(=O)COC(=O)Cc2c[nH]c3ccccc23)cc1OC
  x, x, x, -2.1%, -2.7%, -0.5%, x, x, 0.0
> O=C1/C(=C/c2ccccn2)SC(=S)N1c1cccc(O)c1
  2.9, -1.8, 4.8%, 3.3%, -9.9%, -1.5%, -12.1, -6.7, -2.9
> Cc1oc(-c2ccccc2F)nc1CN1CCC(C(=O)NCc2cccs2)CC1
  4.8, -15.0, 0.8%, -0.8%, 0.2%, -0.3%, -26.9, -1.6, -0.2
> OCCNCCO
  1.5, 5.6, 0.3%, -3.7%, 3.2%, -0.8%, 11.2, -4.5, -5.0
> CSc1c(C#N)c(N)c(C#N)c2c1COC(C)(C)C2
  0.8, -0.8, 3.4%, -2.2%, -6.3%, 1.4%, -8.0, 2.1, 0.0
> CC(O)[C@H]1CNC(=O)C(=O)N1CCc1cccc2ccccc12 (some centres undefined)
  1.7, 0.3, 0.0%, -5.3%, 4.4%, -1.2%, -3.0, -3.9, -2.8
> CCC(=O)N1CCc2cc(Br)cc(S(=O)(=O)N3CCCC(C(=O)Nc4cccc(Cl)c4C)C3)c21 (centres undefined)
  6.8, x, -2.0%, -3.9%, -10.8%, 1.7%, -10.3, -0.6, -1.2
> CCOC(=O)C1CCN(C2=NC(=O)/C(=C/c3ccccc3OC)S2)CC1
  2.6, -7.9, 0.2%, 0.8%, 9.4%, 0.3%, -5.2, 3.0, -0.2
> Cc1c(NC(=O)CCC2CCCCC2)cc(C(=O)N2CCOCC2)cc1[N+](=O)[O-]
  8.2, 3.2, 0.0%, -2.3%, -1.5%, -4.6%, -7.0, -2.9, -1.2
> CCOC(=O)c1cc(OC(=O)c2ccccc2OC)n(-c2ccccc2)n1
  -0.9&2.3, -7.1&-3.7, 1.2%&4.5%, 1.8%&-2.8%, 0.2%&-8.5%, 0.6%&1.5%, 8.5&-14.7, -2.7&-1.8, 8.9&-1.5
> COc1cc(OC)c(C(=O)OC(C)C(=O)Nc2cc(C(F)(F)F)ccc2Cl)cc1OC (centres undefined)
  3.7, 8.5, -0.9%, -2.4%, 15.9%, -8.1%, -13.8, -2.5, 4.4
> CCOC(=O)c1ccccc1NC(=O)CC1Nc2ccccc2NC1=O (centres undefined)
  2.7, 9.4, 1.8%, x, x, x, 1.2, -5.2, x
> O=C(N/N=C/c1ccco1)C(O)C(O)C(=O)N/N=C/c1ccco1 (centres undefined)
  2.0, -6.8, 0.7%, -4.7%, 5.6%, 1.2%, 3.3, 1.2, 7.4
